High-throughput results as filed in PubChem.
HTR5A inv ctr: counter-screen for OPRM1-OPRD1 inverse agonists: human HTR5A inverse agonism; P47898; hit rate 0.083% among 340,000; HTR5A cell line, luminescence; inhibition, % at 9.3 µM; in the data active = inhibition mostly above about 23%, no sharp cut-off; inactive = mostly below about 18%;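 note: 0% = cells with DMSO and 100% = no-cell wells with DMSO; some compounds called inactive have numbers as strong as hits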
Target sequence (P47898 whole entry, looked up): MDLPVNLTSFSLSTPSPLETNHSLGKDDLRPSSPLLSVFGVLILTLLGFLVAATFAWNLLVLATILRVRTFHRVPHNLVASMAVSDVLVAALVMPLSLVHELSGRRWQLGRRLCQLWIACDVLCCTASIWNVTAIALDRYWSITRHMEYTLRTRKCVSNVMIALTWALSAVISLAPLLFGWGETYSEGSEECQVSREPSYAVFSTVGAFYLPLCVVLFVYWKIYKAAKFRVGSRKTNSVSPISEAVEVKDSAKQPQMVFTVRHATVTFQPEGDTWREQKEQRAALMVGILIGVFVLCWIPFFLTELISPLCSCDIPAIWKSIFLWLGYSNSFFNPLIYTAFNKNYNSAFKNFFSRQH
cardiac RTF act: cardiac RTF calcium sensitization | activation, % at 7.2 µM | P19429+P45379 | IANBD-labeled TnC RTF fluorescence at EC20 calcium; 0% EC20 calcium, 100% full calcium | hit rate 0.24% among 340,000;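 active = activation above the mean over all tested compounds plus 3 SD, cut at about 30% in these data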;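 note: rise in fluorescence read as greater calcium sensitivity of cardiac thin filaments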
CAL PDZ FP: inhibitors of human CAL PDZ peptide binding. Q9HD26. hit rate 0.92% among 300,000. inhibition, % at 24.9 µM. purified CAL PDZ, TMR-peptide fluorescence polarization, 1 h;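 active = mean inhibition of at least 30% with at least half of replicates also reaching 30%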;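 note: 0% = DMSO neutral control and 100% = excess unlabeled competitor peptide PRC23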
OPRM1-OPRD1 inv: mu-delta opioid heterodimer inverse agonism; hit rate 0.21% among 340,000; P35372+P41143; cell-based MOR-DOR heterodimer luminescence; inhibition, % at 9.3 µM; AID 504357; in the data active = inhibition above about 22%, passing the limit was not always enough;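 note: 0% = cells with DMSO and 100% = wells without cells with DMSO; values of inactives mirror those of a sister screen read the other way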
V-ATPase pHluor: alters yeast V-ATPase proton transport | AID 504577 | S. cerevisiae, pHLuorin cytosolic pH fluorescence | hit rate 0.37% among 350,000 | response, % at 10 µM; in the data active = response mostly above about 7.3%, no sharp cut-off; inactive = mostly below about 5.4%; note: actives read high; inactives centre near 0; some compounds called inactive have numbers as strong as hits; reference of the scale not given here
OPRM1-OPRD1 ag: OPRM1-OPRD1 heterodimerization agonism; P35372+P41143; cells, luminescence; activation, % at 9.3 µM; hit rate 0.3% among 340,000; AID 504326; in the data active = activation above about 18%;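 note: 0% = vehicle-treated cells and 100% = reference agonist; values of inactives mirror those of a sister screen read the other way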
Cardiac RTF inh: cardiac RTF calcium desensitization. AID 493244. P19429+P45379. inhibition, % at 7.15 µM. hit rate 0.12% among 340,000. IANBD-labeled cardiac RTF, Ca2+ fluorescence;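 active = inhibition above the mean inhibition of all tested compounds plus 3 SD, cut at about 17% in these data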;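 note: assay run at fixed EC70 calcium of 1.6 mM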
LANA DNA inh: blocks KSHV LANA C-terminal domain binding to DNA | MBP-C-LANA/FAM-LBS DNA binding, fluorescence polarization | inhibition, % at 9 µM | hit rate 0.078% among 340,000;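 active = highest replicate inhibition at or above 60% at 9 µM, even if other replicates fall short; inactive = all replicates below 60% inhibition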;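 note: 0% = neutral control wells and 100% = 4 µM acridine orange control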
Keap1-Nrf2 PPI: Keap1-Nrf2 (human) interaction inhibition. Q14145. Keap1 Kelch-Nrf2 peptide fluorescence polarization, 1536-well. inhibition, % at 9.4 µM. hit rate 0.15% among 340,000. AID 504523; in the data active = inhibition above about 12%;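 note: human Keap1 Kelch domain with fluorescein labeled Nrf2 9mer peptide probe; 0% = neutral control wells and 100% = peptide positive control; higher means more block of Keap1 binding to Nrf2 peptide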
Target sequence (Q14145 whole entry, looked up, the tested form may be a part): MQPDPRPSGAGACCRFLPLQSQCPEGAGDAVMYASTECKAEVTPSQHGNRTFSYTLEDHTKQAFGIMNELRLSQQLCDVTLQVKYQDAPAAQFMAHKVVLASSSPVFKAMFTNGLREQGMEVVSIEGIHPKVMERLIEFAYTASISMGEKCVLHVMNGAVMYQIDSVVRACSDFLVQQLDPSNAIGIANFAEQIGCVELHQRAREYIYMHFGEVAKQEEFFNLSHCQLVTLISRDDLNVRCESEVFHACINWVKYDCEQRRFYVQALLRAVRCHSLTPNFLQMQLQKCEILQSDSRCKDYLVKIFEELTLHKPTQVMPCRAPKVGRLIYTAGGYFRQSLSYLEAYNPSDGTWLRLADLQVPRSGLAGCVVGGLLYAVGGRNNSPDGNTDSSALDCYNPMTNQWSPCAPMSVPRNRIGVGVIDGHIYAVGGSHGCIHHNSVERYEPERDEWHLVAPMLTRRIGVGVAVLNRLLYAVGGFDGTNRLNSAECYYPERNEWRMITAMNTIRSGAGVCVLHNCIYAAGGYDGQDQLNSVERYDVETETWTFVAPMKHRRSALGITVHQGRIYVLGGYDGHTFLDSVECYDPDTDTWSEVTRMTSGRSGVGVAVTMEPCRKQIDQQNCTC
HTR5A ag: activates human HTR5A in OPRM1-OPRD1 agonist counter-screen. P47898. HTR5A agonist assay, luminescence, cell-based. activation, % at 9.3 µM. hit rate 0.61% among 340,000. AID 504692; in the data active = activation mostly above about 9.5%, no sharp cut-off; inactive = mostly below about 7.6%;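 note: 0% = cells with vehicle only and 100% = reference agonist; strong numbers were not always called active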
* hit, by the source's call; x = not tested or not shown.

SMILES	HTR5A inv ctr	cardiac RTF act	CAL PDZ FP	OPRM1-OPRD1 inv	V-ATPase pHluor	OPRM1-OPRD1 ag	Cardiac RTF inh	LANA DNA inh	Keap1-Nrf2 PPI	HTR5A ag
CCOC(=O)c1ccc(N2C(=O)C(O)=C(C(C)=O)C2c2ccccn2)cc1 (stereo not drawn)	-1	-4	7	12	1	-2.0	0	2.3	-2	9
CC1(C)N=C(N)NC(Nc2ccc(Cl)cc2)=N1	-9	-3	46*	17	-3	-3.3	-4	2.7	-4	2
CC1(C)CC(=O)/C(=C(\O)CCCN2C(=O)c3ccccc3C2=O)C(=NCC(=O)O)C1	2	-6	-5	14	1	-2.8	3	-0.2	4	0
CSc1nc2nc3c(cc2c(=O)[nH]1)C(O)Oc1ccc(C)cc1-3 (stereo not drawn)	-6	-2	x	15	3	-2.9	10	-0.5	1	4
CCCCn1c(N)c(N(CCOC)C(=O)CSc2nnc(-c3ccc(F)cc3)n2N)c(=O)[nH]c1=O	3	0	1	6	-3	-0.9	-20	-1.2	-7	-1
CCN(CC)CCCNC(=O)c1cc2c(-c3cccc(OC)c3)nn(C)c2s1	-12	8	x	10	-2	-1.9	-10	-8.9	-8	3
COc1cc(C(C)=O)ccc1OC(C)C(=O)Nc1ccc(S(=O)(=O)N2CCCC2)cc1 (stereo not drawn)	-8	-3	-1	17	1	-4.3	7	-0.9	3	3
COc1ccccc1NS(=O)(=O)c1ccc(C)c(NS(=O)(=O)c2cc(NC(C)=O)ccc2OC)c1	12	-2	-3	10	-2	-2.5	-6	1.8	0	2
CC(C)CC(OC(=O)c1nsc(Cl)c1Cl)C(=O)NCC1CCCO1 (stereo not drawn)	0	6	-3	11	1	-1.8	-8	-0.6	-6	2
CCCN(c1ccccc1F)S(=O)(=O)c1c[nH]c(C(=O)OC)c1	14	-1	-4	-2	8	0.4	0	0.9	0	-4
CC(C)C(NC(=O)OCc1ccccc1)C(=O)N1CCOCCOCCOCC1 (stereo not drawn)	1	1	3	20	2	-3.9	4	-1.1	-5	0
O=C(O)CC(c1ccc(F)cc1F)N1Cc2ccccc2C1=O (stereo not drawn)	-5	-3	-1	15	3	-3.2	-4	0.9	-3	1
CCCCN(C(=O)CCC(=O)Nc1cc(C)on1)C(C(=O)NC1CCCC1)c1ccccc1OCC (stereo not drawn)	-1	3	0	0	-4	0.0	-12	-0.7	-3	-4
O=C(Nc1ccc(F)cc1)NC1CCCCCCC1	8	-4	-2	-15	1	2.8	-9	-2.0	-1	2
CN(C)c1ccc(/C=N/n2c(-c3cccnc3)n[nH]c2=S)cc1	2	-5	-1	-8	x	1.1	-1	-0.3	-4	1
COc1ccc(OC)c(-n2c(-c3cccc(O)c3)n[nH]c2=S)c1	25	3	-5	0	2	-0.1	-2	1.0	2	-10
CCC(=O)NCC(c1cccs1)S(=O)(=O)c1ccc(C)cc1 (stereo not drawn)	6	10	x	7	-1	-1.4	-10	-0.5	-2	-4
Cc1ccc(S(=O)(=O)N2CC=C(C(=O)NCc3ccccc3)CC2)cc1	-3	3	x	10	-1	-2.0	-3	-2.2	-1	1
CN(c1ccccc1C(=O)O)S(C)(=O)=O	-2	-2	x	10	2	-2.2	0	-0.7	0	-4
COc1ccc(C(=O)N/C(=C\c2cn(C)c3ccccc23)C(=O)NCCCn2ccnc2)cc1OC	-14	-1	-2	4	4	-0.7	-15	1.3	1	-4

Structures above that have a Cl atom, in the order listed:
SMILES	HTR5A inv ctr	cardiac RTF act	CAL PDZ FP	OPRM1-OPRD1 inv	V-ATPase pHluor	OPRM1-OPRD1 ag	Cardiac RTF inh	LANA DNA inh	Keap1-Nrf2 PPI	HTR5A ag
CC1(C)N=C(N)NC(Nc2ccc(Cl)cc2)=N1	-9	-3	46*	17	-3	-3.3	-4	2.7	-4	2
CC(C)CC(OC(=O)c1nsc(Cl)c1Cl)C(=O)NCC1CCCO1 (stereo not drawn)	0	6	-3	11	1	-1.8	-8	-0.6	-6	2

(listing goes on)
SMILES	HTR5A inv ctr	cardiac RTF act	CAL PDZ FP	OPRM1-OPRD1 inv	V-ATPase pHluor	OPRM1-OPRD1 ag	Cardiac RTF inh	LANA DNA inh	Keap1-Nrf2 PPI	HTR5A ag
Cc1ccc2c(ccc[n+]2CC(=O)c2ccccc2)c1	-27	10	5	15	-1	-3.0	-28	-0.8	-6	6
CCCN(CCC)C(=O)Cn1c(=O)n(CCCCC(=O)NCc2ccco2)c(=O)c2ccccc21	5	3	0	7	-3	-1.4	-11	0.0	-1	-1
O=C(COC(=O)c1ccc(Cl)nc1)Nc1ccc(N2CCOCC2)cc1	1	-1	x	4	9	-0.9	0	0.5	0	0
COc1cc(C(=S)N2CCOCC2)ccc1OC(=O)c1cc([N+](=O)[O-])c(C)c([N+](=O)[O-])c1	-3	-8	-5	-10	2	1.8	-3	-0.5	-6	1
COCCCn1c(Cc2csc(Nc3cccc(Cl)c3)n2)nnc1SCC(=O)OC1CCCCC1	-12	7	-4	-12	-3	2.1	-17	0.2	-6	-2
Cc1cc(Sc2nccn2C)ncc1[N+](=O)[O-]	5	-1	2	18	-2	-4.0	-4	0.8	-2	0
O=C(NCCOc1cccnc1)C1CCC(=O)N(Cc2ccccc2F)C1 (stereo not drawn)	6	-1	-3	18	2	-5.4	3	-2.4	-1	1
CC(C)NC(=O)CCN1C(=O)c2ccccc2Sc2ncccc21	-14	-1	-1	14	0	-2.4	0	1.8	-5	4
O=C(O)c1cc2c(ccc3ccccc32)o1	10	3	-2	6	-1	-1.2	-11	-0.7	7	-1
Cc1cc(C)cc(N(CC(=O)NC(C)C)C(=O)CCC(=O)Nc2ccccn2)c1	10	-4	-2	10	4	-2.1	-3	x	2	-3
Cc1ccc(OCC(=O)NN=C2C3CC4CC(C3)CC2C4)cc1	-22	-3	-9	5	3	-1.1	-2	1.3	6	9
Cc1ccc(NC(=O)CCNC(=O)Cn2ccc3ccccc3c2=O)cc1F	-4	2	1	-4	1	0.5	-31	0.2	-1	0
CC(C)=CCN1CCN(Cc2cc(C(C)C)n[nH]2)CC1CCO (stereo not drawn)	-2	9	-2	8	0	-1.4	-5	0.6	2	1
CCCC1=C(C(=O)OCC)C(c2ccccc2OC)NC(=O)N1 (stereo not drawn)	-18	2	-2	11	0	-2.3	-17	-0.7	0	7
Cc1nc(-c2coc3cc(C)c(N=O)c(O)c3/c2=N\N)cs1	2	-1	-9	3	2	-0.6	-6	2.4	2	-1
COCCNC(=O)CN1C(=O)NC2(CCCc3ccccc32)C1=O (stereo not drawn)	-8	-3	x	15	0	-3.3	-1	-0.6	-8	2
C=CCS(=O)(=O)N1CCCC(N2CCN(c3ccccc3OC)CC2)C1 (stereo not drawn)	4	2	-1	21	2	-4.5	-2	-1.1	-5	-1
COc1ccc(-c2ccnc3nc(-n4cccc4)nn23)cc1	-10	-1	-9	-17	-4	3.1	-7	1.9	-1	2
CCc1sc(C(=O)NCCc2ccc(S(N)(=O)=O)cc2)cc1Br	36	1	-4	6	1	-1.2	-2	2.0	4	-1
COc1ccc(NS(=O)(=O)c2cc(NC(=O)c3cnccn3)ccc2N2CCCC2)cc1	0	-4	-3	4	0	-0.8	11	0.8	5	2
N#C/C(C(=O)NCCc1ccccc1)=C1/N=C(NC(=O)c2cccs2)c2ccccc21	20	4	-1	7	-8	-1.4	5	3.1	-3	2
CCN1C(=O)[C@H]2[C@@H](c3ccc(C)cc3)N3C(=O)N(c4ccc(C)cc4)C(=O)[C@@]3(C)[C@H]2C1=O	-17	4	-1	21	1	-3.7	12	4.3	-8	6
COC(=O)c1cc(CNC(=O)c2ccc(O)c(Cl)c2)ccc1OC	-21	12	-3	9	0	-1.6	11	-3.0	-1	3
Cc1cccc2sc(NC(=O)CSc3nnnn3C)nc12	-9	0	1	17	0	-3.2	-6	-6.6	-1	4
O=C(O)c1ccc(Oc2ccc(C(F)(F)F)cn2)cc1	9	1	-1	7	-1	-1.3	-9	-1.3	-5	-2
O=C1c2ccccc2C(=O)C1c1ccncc1	3	-5	-1	22	-4	-5.2	-2	-0.3	4	-1
O=C(CN1CCN(c2ccc(F)cc2)CC1)Nc1ccc(F)c(F)c1	2	-5	-5	12	-5	-2.4	-6	0.5	3	-1
Cc1cccc(NC(=O)[C@@H](CC(C)C)NC(=O)[C@@H]2Cc3ccccc3CN2)c1	-3	2	2	1	1	-0.2	0	-1.3	3	-5
CCOc1ccc(Nc2nc(Cc3nnc(SCC(=O)NC4CCCCC4)n3C)cs2)cc1	0	6	-9	0	0	-0.1	5	1.3	2	0
Cc1ccccc1-n1c(C)cc(/C=N/Nc2ccc([N+](=O)[O-])cn2)c1C	-8	6	0	-8	4	1.3	-13	0.2	-1	-3
COc1cc(/C=N/NC(=O)CCn2nnc3ccccc32)ccc1O	6	0	-9	18	0	-3.9	-6	-0.6	-4	1
COc1ccc(C(=O)Nc2cc3c4c(c2)CC(=O)N4CCC3)cc1	2	-2	-2	0	1	0.0	-11	0.3	-4	-1
C/C(N)=C(/C#N)C(=O)COC(=O)CCC1CCCC1	7	-1	-1	0	-3	0.0	-1	0.7	2	-1
CCOC(=O)C/C(N)=N/N(C)c1ncc(C(F)(F)F)cc1Cl	6	1	-2	2	-1	-0.3	-5	-3.0	-3	-2
Cc1ccc(C(=O)Nc2ccccc2N2CCN(C(=O)C(C)C)CC2)cc1C	19	-2	-2	15	0	-2.8	-11	0.4	0	9
Cc1ccc(S(=O)(=O)N2CCC[C@H]2C(=O)OCc2cc(=O)oc3cc(C)ccc23)cc1	-10	1	4	3	2	-0.6	3	6.1	3	2
CC(NC(=O)Nc1ccc(F)cc1F)c1ccncc1 (stereo not drawn)	-7	4	-1	14	-1	-3.2	-2	-0.8	-2	2
O=C(CS(=O)(=O)c1cn(Cc2cccc(F)c2)c2ccccc12)N1CCOCC1	-9	-5	-6	14	2	-2.3	6	1.4	2	-3
Cc1ccccc1-n1nc2c(c1NC(=O)c1cc3ccccc3o1)CS(=O)(=O)C2	-5	-3	-3	11	-1	-1.7	-12	0.0	-4	6
CCc1nnc(NC(=O)C2CC(=O)N(CCc3ccc(F)cc3)C2)s1 (stereo not drawn)	-20	0	-2	-11	1	1.4	-8	-0.6	-1	0
CCOc1cc(/C=N/NC(=O)CN2CCCCC2)ccc1OCc1cccc(Cl)c1	-20	4	-3	-13	-2	2.4	10	-1.1	-1	6
O=C(Nc1ccc(N2CCCCC2)cc1)c1cccnc1Cl	4	11	-4	-5	0	0.9	-1	0.0	-9	-1
O=C(COC(=O)c1ccc[n+]([O-])c1)Nc1cc([N+](=O)[O-])ccc1Cl	8	8	-5	-2	2	0.4	-5	-2.5	0	-2
CC(C)(Oc1ccc(F)cc1)C(=O)OCC(=O)c1ccc(S(C)(=O)=O)cc1	20	-4	-9	58*	2	-15	-7	0.6	0	-9
O=C(C1CCN(S(=O)(=O)c2ccc(-n3cnnn3)cc2)CC1)N1CCN(c2ccccc2)CC1	10	14	-3	7	2	-1.2	-4	2.7	-5	-4
CCN(CC)S(=O)(=O)c1ccc(C(=O)NC(=S)N(CCO)Cc2ccccc2)cc1	4	-5	-4	18	-1	-3.1	-5	-1.6	0	-1
CCN(c1ccccc1)S(=O)(=O)c1ccc(Cl)c(C(=O)NCc2ccco2)c1	14	8	-1	-22	-3	5.5	-3	-0.1	-10	-2
